Compound activity: PubChem BioAssay, several laboratories
TNAP activation fold: stimulation of alkaline phosphatase TNAP activity – biochemical, luminescent, no phosphate acceptor, uHTS, primary screen (AID 1001) | purified TNAP, luminescent activation assay, no phosphate acceptor; higher activation fold means a stronger effect | activation fold at 20 µM, or EC50 in µM where a hit was titrated | actives 0.03% (n = 200,000); in the data active = activation fold from about 3, or a potency from the dose series; inactive = the rest, 99 in 100 with activation fold below about 1.6; also: many of its hits are not listed in these tables
Insulin prom up: MIN6 insulin promoter up-regulation. MIN6 insulin promoter-GFP reporter, high-content imaging; active compounds read high. z-score at 5 µM. actives 0.3% (n = 190,000);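 active = z-score above 3 at 5 µM with at least 500 cells counted in the well; inconclusive = wells under 500 cells, flagged as cytotoxic or low count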
Hep lipid drop: modulators of hepatic lipid droplet formation. actives 0.4% (n = 240,000). AML12 mouse hepatocytes, oleate lipid droplets, BODIPY imaging. inhibition, % at 6.5 µM;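 active = lipid droplet intensity inhibited by at least 50%, with more than 500 cells counted; inconclusive = wells with under 300 cells, treated as cytotoxic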
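Technique: fluorescence imaging, 20x objective, two fields per well / Assay system: AML12 hepatocytes (mouse) / Measure: % inhibition of lipid droplet signal / Doses: 6.5 µM single-point dosing / Incubation: overnight exposure / Reagent: 100 µM oleic acid challenge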
Dynein transport: dynein cargo transport inhibition. 3617.4 mouse cells, GR-EGFP nuclear translocation imaging; test concentration mostly 20 µM; stimulated with dexamethasone, 1 µM; active compounds read low. z-score, hits read low. actives 0.47% (n = 220,000);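 active = plate z-score of nuclear minus cytoplasmic receptor signal below a set negative limit, without overly bright fluorescence or cell loss, cut at about -3.5 in these data, passing the limit was not always enough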;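 also: z-score of nuclear minus cytoplasmic ring GR-EGFP intensity difference per well; some compounds called inactive have numbers as strong as hits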
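Buffer or medium: tetracycline-free induction medium containing charcoal-stripped FBS / Reagent: dexamethasone agonist, 1.0 µM final, for 30 min / Technique: automated 10x imaging of fixed Hoechst-stained cells / Times: induction 48 h, compound 1 h, agonist 30 min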
MT stabilizer: microtubule stabilizers in HeLa cells; % tubulin-high responders, % at 10 µM; HeLa tubulin immunostaining HCS, 24 h; share of cells brighter than vehicle mean+2SD; actives 0.83% (n = 200,000);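 active = plate Z-score above 3 for both tubulin-high and condensed-nucleus cell shares, with cell loss under 80%, at 10 µM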;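 also: anti alpha tubulin signal scored within the nucleus-defined area of each cell; some results filed as inactive read as strong as hits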
T cell HTS: modulates CD8 T cell binding to vesicles; actives 0.068% (n = 330,000); 2C CD8+ T cell-vesicle binding, flow cytometry; active compounds read low; calls only at 7 µM;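 active = response, share of CD8 T cells binding vesicles, and their 90th percentile fluorescence all below set limits, cut at about 80% in these data, passing the limit was not always enough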
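Assay system – 2C mouse CD8+ T cells · Also added – QL9-loaded Drosophila micro-vesicles · Timing – Cell–vesicle co-incubation 1.5 h at 37 °C, staining 20 min on ice · Signal – flow cytometry of vesicle-bound cells · Measure – percent CD8+ FL2 mean versus row control · Controls – Peptide-free naked vesicles (low) and QL9 vesicles with 0.7% DMSO vehicle (high)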
bCat nuc transl: beta-catenin nuclear translocation modulation | HeLa beta-catenin nuclear translocation, immunofluorescence imaging | nuclear translocation activity, % at 5 µM | actives 0.3% (n = 190,000);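 active = nuclear translocation activity above 50% at 5 µM, with a well cell count of 50 or more; inconclusive = wells under 50 cells across six images, flagged as toxic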;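 also: per-cell ratio of nuclear to cytoplasmic median beta-catenin stain intensity; plate controls were DMSO negative control for no effect and GSK-3 inhibitor IX positive control for full effect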
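Assay system: human HeLa cells, native beta-catenin; doses: 5 µM primary, 0.02–20 µM confirmation; incubation: compound treatment 24 h, 37°C, 5% CO2; technique: fluorescence imaging of beta-catenin antibody stain plus DAPI; measure: % activation, nuclear-to-cytoplasmic median beta-catenin signal ratio per cell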
Myeloid diff MLP: myeloid differentiation induction; ER-HoxA9 myeloid progenitors, lysozyme-GFP differentiation, flow cytometry; calls only at 10 µM; actives 1% (n = 360,000); AID 624256;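 active = normalized GFP-positive differentiation at or above the plate's own cutoff, the solvent-only control mean plus 3 SD; inconclusive = no clear call, values can overlap the other calls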;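 also: cells exposed to compound for four days before flow analysis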
PMI inhibitors: inhibitors of human PMI, primary screen, biochemical, fluorescence intensity, coupled assay (AID 1209) | inhibition, % at 20 µM, or IC50 in µM where a hit was titrated | actives 0.42% (n = 190,000) | purified PMI enzyme, coupled fluorescence intensity; higher % means a stronger effect; in the data active = inhibition above about 50%;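 also: plate controls were DMSO vehicle for no effect and wells lacking substrate for full effect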
Dynein transport cytoplasmic EGFP: also measured in Dynein transport; calls as there; z-score; measured here: cytoplasmic GR-EGFP intensity; active compounds read high
Dynein transport nuclear GR-EGFP: further read-out of Dynein transport, marked with its call; z-score; measured here: nuclear GR-EGFP intensity;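 lower value marks the stronger effect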
Dynein transport cell count: also measured in Dynein transport; calls as there; z-score; measured here: cell count per field
Insulin prom up cell count: also measured in Insulin prom up; calls as there; cell count; measured here: cytotoxicity, nuclei count;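 total cells summed across four imaged fields per well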
Hep lipid drop cells 6.5 µM: recorded beside Hep lipid drop, whose call it bears; cell count; measured here: cell count, cytotoxicity flag;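 cells counted across two imaged fields per well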
bCat nuc transl cell count 5 µM: also measured in bCat nuc transl; calls as there; cell count; measured here: cell count, cytotoxicity flag
T cell HTS vesicle-bound %: also measured in T cell HTS; calls as there; double positive events, %; measured here: CD8+ vesicle-bound cell fraction;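 binding gate set so that unloaded-vesicle control wells show 10% double positive cells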
MT stabilizer Hoechst-high %: also measured in MT stabilizer; calls as there; % Hoechst-high responders; measured here: nuclear condensation Hoechst responders;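 share of cells brighter than vehicle mean plus two SD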
MT stabilizer cytotoxicity %: further read-out of MT stabilizer, marked with its call; toxicity, %; measured here: cytotoxicity by cell density;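 0% = mean cell density of plate MIN control wells and 100% = no cells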
Myeloid diff MLP GFP+ MAC1+ %: recorded beside Myeloid diff MLP, whose call it bears; GFP+ MAC1+ double positive, %; measured here: differentiation confirmed by MAC1 staining
Starred values were filed as active, the others as inactive; i = inactive; ? = inconclusive; nt = no result given; + = active, no number.

Results follow in this order: TNAP activation fold	Insulin prom up	Insulin prom up cell count	Hep lipid drop	Hep lipid drop cells 6.5 µM	Dynein transport	Dynein transport cytoplasmic EGFP	Dynein transport nuclear GR-EGFP	Dynein transport cell count	MT stabilizer	MT stabilizer Hoechst-high %	MT stabilizer cytotoxicity %	T cell HTS	T cell HTS vesicle-bound %	bCat nuc transl	bCat nuc transl cell count 5 µM	Myeloid diff MLP	Myeloid diff MLP GFP+ MAC1+ %	PMI inhibitors
[1] NC1=NC(=O)/C(=C/c2ccccc2OS(=O)(=O)c2ccccc2)S1
  1.1	nt	nt	-13.5	472	1.52	-0.216	0.599	-1.32	2.2	1.6	2.9	i	23.6	-1.4	838	i	2.4	18.6%
[2] C/C=C/C(=O)NCCc1ccc(OC)c(OC)c1
  1.1	-0.11	1347	-1.0	707	-0.14	0.0179	0.202	0.0302	3.8	2.2	6.7	i	58.0	0.1	1035	i	0.8	4.6%
[3] CNCCCCOc1ccc(C(C)(C)C)cc1Cl
  1.1	-0.59	1494	17.1	700	0.714	-0.328	1.03	0.0204	4.8	2.0	2.9	i	61.0	-0.6	1037	i	0.0	6.5%
[4] CCn1cc2c(c1-c1cccc(C)c1)c(=O)n(C)c(=O)n2C
  1.1	0.43	1180	nt	nt	-0.993	-0.237	-0.352	0.919	3.1	2.1	1.4	i	36.6	-7.3	1031	i	7.1	-54.3%
[5] Cc1ccccc1NC(=O)CSc1nc2n(n1)CCCCC2
  1	0.16	1344	11.7	698	-0.262	-0.292	-0.219	0.22	2.3	3.0	7.3	i	36.3	0.2	976	i	0.7	-5.0%
[6] Cc1csc(SCC(=O)NC(=O)NC(C)C)n1
  1.1	0.38	1364	0.5	663	3.1	-0.0264	1.6	-1.12	1.6	0.9	6.9	i	43.6	-0.9	1052	i	0.2	3.7%
[7] COc1ccc(NC(=O)CSC2=NCCN2)cc1
  1	0.31	1352	10.8	700	1.13	-0.171	0.789	-1.3	2.7	2.3	6.9	i	37.3	0.8	1257	i	0.7	-1.7%
[8] COc1cc(SC)ccc1C(=O)NCCOc1ccc(F)cc1
  1.1	-0.89	1300	3.7	676	0.613	0.0169	0.00525	-0.858	3.2	1.1	1.6	i	50.4	nt	nt	i	0.4	3.6%
[9] Cc1ccc(-c2oc3ccccc3c(=O)c2OCC(=O)O)cc1
  1	-0.61	1599	3.2	700	-0.444	-0.231	0.243	0.367	2.3	3.5	5.5	i	47.7	-3.1	1049	i	0.1	-41.3%
[10] CCCCN(C(=O)c1cc(=O)[nH]c2ccccc12)c1c(N)n(CCC)c(=O)[nH]c1=O
  nt	-0.15	1465	-0.6	698	0.703	0.272	0.288	-0.401	nt	nt	nt	i	10.4	-3.3	1125	nt	nt	nt
[11] COc1cc(C(=S)N2CCOCC2)ccc1OC(=O)Cc1ccc(F)cc1
  1.2	0.27	1323	23.4	668	-0.555	-0.026	-0.669	0.721	2.9	2.7	5.8	i	7.8	-1.1	1044	i	0.1	-2.8%
[12] CC(C)C(c1nnnn1Cc1ccc2c(c1)OCO2)N1CCN(c2ccccc2)CC1 (stereo not drawn)
  1.2	-1.2	1099	nt	nt	1.04	-0.185	0.644	-0.388	2.2	2.4	12.2	i	12.8	-5.3	985	i	0.6	-6.5%
[13] Cc1nnc(-c2cccc(C(F)(F)F)c2)nc1N1CCOCC1
  1	-1.22	1458	-4.5	662	-0.0325	-0.316	-0.00306	0.482	2.2	1.6	5.1	i	4.9	-0.6	1503	i	0.8	-24.2%
[14] CNC(=O)C1CC(=O)N(Cc2ccc(OC)c(OC)c2)C(=Nc2ccc(OC)cc2)S1 (stereo not drawn)
  1	-0.07	1709	nt	nt	-0.329	-0.212	-0.707	-0.218	2.8	2.7	5.3	i	56.4	0.5	1326	i	0.9	5.5%
[15] CC(NC(N)=O)C12CC3CC(CC(C3)C1)C2 (stereo not drawn)
  1	1.16	1357	-5.5	787	-0.602	-0.15	-0.0903	0.0577	1.2	2.2	8.0	i	31.7	-3.6	1162	i	0.2	10.5%
[16] CCSc1nnc(NC(=O)c2csc3c2CCCC3)s1
  1.1	0.07	1725	-3.6	688	-1.18	-0.235	-0.589	0.159	3.1	1.8	3.3	i	9.7	-0.4	1062	i	9.3	10.4%
[17] CC(=O)c1c(C)[nH]c(C(=O)Nc2ccc3c(c2)OCCO3)c1C
  1.2	1.3	1257	nt	nt	-0.538	-0.166	-0.374	0.502	2.7	2.0	4.0	i	42.6	-3.0	888	i	0.8	-0.8%
[18] Nc1nc2ccccc2n1CCOc1ccccc1Cl
  1	-0.3	1531	nt	nt	1.08	0.0256	0.633	-0.82	4.4	1.5	2.2	i	21.6	-1.7	1380	i	0.3	-10.9%
[19] COc1ccc(OC)c(NC(=O)c2nnn(Cc3ccccc3C)c2N)c1
  1.1	0.55	1364	11.9	784	-0.266	-0.284	0.355	0.97	3.0	1.5	14.3	i	55.4	nt	nt	i	0.6	23.0%
[20] CC(=O)N(C)c1ccc(OCC(O)Cn2c3ccc(Cl)cc3c3cc(Cl)ccc32)cc1 (stereo not drawn)
  1.1	-0.19	1780	-24.5	651	1.17	-0.0328	0.218	-0.361	6.2	2.1	0.8	i	56.1	1.3	1075	?	nt	24.6%
[21] NC(=O)NC(Cc1ccccc1)c1ccccc1 (stereo not drawn)
  1.1	-1.13	1023	nt	nt	-0.294	-0.206	0.603	0.43	2.2	1.9	4.0	nt	nt	-0.5	1136	+	14.7*	-5.2%
[22] CCN1C(=O)N(C(C)=O)C2C1N(C(C)=O)C(=O)N2C(C)=O (stereo not drawn)
  1.1	0.84	1429	10.2	678	1.1	-0.328	-0.2	0.242	4.9	1.8	4.3	i	65.8	0.8	1431	i	0.4	5.7%
[23] C#CCOCCOCCOCCNc1nc(N2CCN(C(=O)[C@H](C)n3cc(CCCN=C(N)N)nn3)CC2)nc(N2CCN(C(=O)[C@H](CCCCN)n3cc(CCCC)nn3)CC2)n1
  1.2	0.01	1283	-3.4	712	0.288	-0.32	0.458	0.298	3.9	2.9	5.4	nt	nt	nt	nt	nt	nt	-38.6%
[24] c1ccc(-c2nnc3sc(CN4CCC5(CC4)OCCO5)cn23)cc1
  1.1	-0.73	1170	0.8	748	-0.619	-0.228	-0.0786	0.709	7.0	2.2	8.4	i	40.7	-0.2	1097	i	0.9	10.9%
[25] Cc1ccc(Cn2nc(-c3ccccc3)nc2-c2ccccc2)cc1
  1	nt	nt	nt	nt	-0.499	-0.242	-0.586	1.04	2.1	1.6	9.1	i	40.8	nt	nt	i	1.2	12.9%
[26] Nc1nonc1NN=C1CCCCC1
  nt	-0.45	1014	-7.8	745	0.15	-0.251	-0.00763	-0.84	nt	nt	nt	i	48.1	-0.4	1352	i	1.0	nt
[27] O=C(C=C1CCN(c2ncc(C(F)(F)F)cc2Cl)CC1)NNC(=O)Nc1ccc(Cl)cc1
  1.1	0.46	1382	nt	nt	0.174	0.276	-0.117	0.99	1.6	2.1	1.4	i	33.2	-0.1	815	i	0.8	4.5%
[28] COCCn1c(=O)[nH]c2cc(C(=O)NCCc3ccc(S(N)(=O)=O)cc3)ccc2c1=O
  1.1	-0.21	1320	15.9	683	0.126	-0.307	-0.283	-0.504	17.0	0.9	4.7	i	17.1	-1.3	1174	i	0.1	-4.1%
[29] CSc1nc(=S)c2[nH]c(=S)[nH]c2[nH]1
  nt	-1.02	1333	4.7	773	-0.236	-0.0397	-0.254	0.0123	nt	nt	nt	i	31.9	-4.5	1190	i	0.6	nt
[30] COc1ccc(S(=O)(=O)N2CCCCC2)cc1Br
  1	-0.38	1242	5.3	782	-0.119	-0.276	0.00357	-0.0659	4.5	2.9	8.6	i	26.9	0.4	1055	i	1.1	4.0%
